Source: PubChem
AHR activator = AHR activators, primary screen, cell-based, luminescence, luciferase reporter, human. activation, % at 5 µM. hit rate 2.5% among 320,000. Aryl hydrocarbon receptor (Homo sapiens), P35869. AHR-responsive luciferase reporter cells; in the data active means activation above about 47%;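 further: 0% = vehicle wells and 100% = reference agonist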
proCasp7 act = procaspase-7 activators, primary screen, counter-screen for procaspase-3 activator project, biochemical, absorbance, HTS, human; recombinant procaspase-7, Ac-DEVD-pNA absorbance 405 nm; D23A/D198A/D206A triple mutant, cannot self-cleave; scale: DMSO 0, 5 µM enzyme 100; Caspase-7 (Homo sapiens), P55210; activation, % at 8.5 µM; hit rate 0.093% among 330,000;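 active means percent activation above the screen-wide mean plus 3 SD, cut at about 25% in these data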
Target sequence (P55210 whole entry D23A/D198A/D206A): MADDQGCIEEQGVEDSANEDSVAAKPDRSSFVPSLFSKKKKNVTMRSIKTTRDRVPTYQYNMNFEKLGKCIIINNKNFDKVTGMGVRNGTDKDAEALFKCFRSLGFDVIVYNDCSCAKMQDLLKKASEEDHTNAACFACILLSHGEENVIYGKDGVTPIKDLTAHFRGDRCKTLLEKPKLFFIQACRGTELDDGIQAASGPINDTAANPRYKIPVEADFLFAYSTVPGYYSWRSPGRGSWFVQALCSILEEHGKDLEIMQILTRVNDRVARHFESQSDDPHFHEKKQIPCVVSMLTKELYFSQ
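signal = Epi-absorbance of released pNA at 405 nm, two timepoints | assay system = Uncleavable procaspase-7 mutant enzyme | reagent = Ac-DEVD-pNA substrate, 400 µM as added | times = 1 h enzyme–compound preincubation and 2 h substrate reaction, both 25 °C | benchmarks = low DMSO alone, high DMSO plus 5 µM PC-7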
RPL19A TOR yeast = RPL19A-GFP expression modulators in yeast, primary screen, cell-based, S. cerevisiae, multiplex flow cytometry, MLPCN; percent response vs DMSO, % at 10 µM; AID 2025, 2009; S. cerevisiae RPL19A-GFP strain, 3 h; active compounds read low; hit rate 0.3% among 330,000;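 active means percent response vs DMSO below 50%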;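 further: median channel GFP fluorescence of the barcoded RPL19A-GFP strain; ratio of sample median GFP to plate DMSO average so 100% = DMSO; lower means less RPL19A-GFP as with rapamycin TOR inhibition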
MEP2 TOR yeast = modulators of MEP2-GFP levels in yeast, primary screen, S. cerevisiae, multiplex flow cytometry, MLPCN library | S. cerevisiae MEP2-GFP strain, 3 h; 100% = DMSO control level | GFP response vs DMSO, % at 10 µM | hit rate 0.51% among 330,000;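 active means GFP response versus DMSO above a set limit, roughly screen mean plus 3 SD, cut at about 180% in these data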;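 further: median GFP fluorescence of the barcode-gated MEP2-GFP cells per well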
CR mimetic SO = reduction of superoxide in aged yeast, primary screen, HTS | S. cerevisiae aged cells, superoxide DHE fluorescence; active compounds read low | superoxide response (% of plate mean), % at 10 µM | hit rate 0.18% among 330,000;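 active means superoxide response under a set limit, about three screen SD below normal, cut at about 65% in these data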;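 further: yeast aged for seven days with compound at 30 °C before DHE staining; 100% = average MFI of all compound-treated wells on the plate with controls excluded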
GASC-1 inh = inhibitors of GASC-1 histone demethylase, primary screen, biochemical, fluorescence, DELFIA europium; hit rate 0.069% among 330,000; Lysine-specific demethylase 4C (Homo sapiens), Q9H3R0; inhibition, % at 2.35 µM; GST-JMJD2C(1-420) H3K9me3 demethylation;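 active means more than half of a compound's replicate wells show inhibition beyond 50%, single wells judged on their own value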;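 further: signal counts dimethyl H3K9 product captured on neutravidin plate; 0% = median of DMSO wells and 100% = 0.3 times that DMSO median; strong numbers were not always called active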
Target sequence (Q9H3R0 1-420 limits assumed): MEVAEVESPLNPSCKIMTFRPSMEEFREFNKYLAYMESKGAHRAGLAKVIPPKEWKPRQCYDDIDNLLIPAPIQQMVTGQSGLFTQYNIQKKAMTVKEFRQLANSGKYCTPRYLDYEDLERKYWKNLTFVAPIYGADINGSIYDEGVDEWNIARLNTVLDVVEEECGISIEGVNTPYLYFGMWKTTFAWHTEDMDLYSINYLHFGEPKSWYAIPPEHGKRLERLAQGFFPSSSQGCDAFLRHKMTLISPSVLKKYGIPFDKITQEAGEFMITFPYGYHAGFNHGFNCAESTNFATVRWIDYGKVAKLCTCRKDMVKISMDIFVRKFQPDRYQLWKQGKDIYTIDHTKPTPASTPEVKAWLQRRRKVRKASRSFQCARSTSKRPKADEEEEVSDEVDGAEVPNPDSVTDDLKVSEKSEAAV
LAP4-GFP MLPCN = modulators of LAP4-GFP expression in yeast, primary screen, S. cerevisiae, multiplex flow cytometry, MLPCN library; hit rate 0.34% among 320,000; 3 h; median GFP as percent of DMSO wells; GFP response vs DMSO, % at 10 µM;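 active means GFP response vs DMSO above a set limit, about the screen mean plus 3 SD, cut at about 150% in these data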
procasp3 activ = activators of human procaspase-3 D3A mutant, primary screen, biochemical, absorbance, PC-3 D3A mutant, single concentration; recombinant procaspase-3 D3A, Ac-DEVD-pNA absorbance 405 nm; activation, % at 8.5 µM; hit rate 0.11% among 330,000;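 active means activation above the mean of all tested compounds plus 3 SD, cut at about 21% in these data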;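 further: 0% = DMSO alone and 100% = DMSO wells spiked with extra 5 µM PC-3 D3A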
Target sequence (P42574 whole entry D9A/D28A/D175A): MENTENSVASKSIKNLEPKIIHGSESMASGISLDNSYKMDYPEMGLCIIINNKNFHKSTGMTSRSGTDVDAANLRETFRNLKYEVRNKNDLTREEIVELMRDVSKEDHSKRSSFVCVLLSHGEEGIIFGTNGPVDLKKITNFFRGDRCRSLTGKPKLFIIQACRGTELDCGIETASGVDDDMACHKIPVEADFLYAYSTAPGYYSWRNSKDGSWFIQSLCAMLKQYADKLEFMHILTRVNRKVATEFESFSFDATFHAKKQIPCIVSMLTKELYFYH
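Test system: Procaspase-3 D3A mutant; medium: Zinc-free HEPES/NaCl buffer with 0.01% Triton X-100 at pH 7.4; reagent: DEVD-pNA substrate; doses: one concentration, 8.5 µM nominal, 0.8% DMSO; times: 1 h preincubation plus 2 h reaction at 25 °C; signal: Epi-absorbance at 405 nm of released p-nitroaniline, 0 and 120 min; replicates: singlicate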
The depositor's hits bear a star; nt = no result given; & = joins results of further samples; [ ] = remark or other dose.

SMILES	AHR activator	proCasp7 act	RPL19A TOR yeast	MEP2 TOR yeast	CR mimetic SO	GASC-1 inh	LAP4-GFP MLPCN	procasp3 activ
CC(=O)N(CCCN(C)C)Cc1ccccn1	0.3	-2.5	94.1	92.4	99.2	-3.9	104.0	-11.1
CCOc1ccc(CN=C(N)N=C(N)N)cc1Cl	-0.8	7.8	96.7	93.0	102.1	-9.6	93.1	-5.0
CSc1ccc(Cl)c(C(=O)OCC(=O)NCc2ccco2)c1	0.8	-7.9	99.8	98.0	85.1	-4.5	103.7	-11.7
CCOc1ccc(NC(=O)CCC(=O)NNC(=O)Nc2cccc(Cl)c2)cc1	3.5	8.6	98.2	97.1	90.2	0.0	85.2	4.8
CSc1cccc(NS(=O)(=O)c2cn(C)cn2)c1	-0.5	0.2	103.8	102.7	94.9	-3.6	94.4	-0.5
O=C(O)c1c[nH]c2c(C(F)(F)F)cccc2c1=O	14.9	15.1	103.7	107.0	97.6	6.9	103.0	2.4
Cc1c(Cl)c(C(=O)NNC(=S)NCc2ccco2)nn1C	-12.9	-16.4	95.2	99.2	116.7	-1.9	101.5	1.3
Cc1ccc(NC(=O)CSc2nnc(-c3ccco3)o2)cc1	4.2	6.0	91.7	93.2	86.0	-8.8	104.4	9.5
O=C(COC(=O)C1CCN(c2ccc(C(F)(F)F)cn2)CC1)NCc1ccccc1	-0.4	-5.3	112.0	123.8	96.8	-2.6	119.9	9.1
CNC(CC(=O)c1ccc([N+](=O)[O-])cc1)C(Cl)(Cl)Cl (stereo not given)	1.3	-23.1	79.5	82.2	107.6	3.8	194.8*	-16.4

Full records, looked up by structure. Order of screens: AHR activator | proCasp7 act | RPL19A TOR yeast | MEP2 TOR yeast | CR mimetic SO | GASC-1 inh | LAP4-GFP MLPCN | procasp3 activ
Cc1c(Cl)c(C(=O)NNC(=S)NCc2ccco2)nn1C reads -12.9 | -16.4 | 95.2 | 99.2 | 116.7 | -1.9 | 101.5 | 1.3
Cc1ccc(NC(=O)CSc2nnc(-c3ccco3)o2)cc1 reads 4.2 | 6.0 | 91.7 | 93.2 | 86.0 | -8.8 | 104.4 | 9.5
CSc1ccc(Cl)c(C(=O)OCC(=O)NCc2ccco2)c1 reads 0.8 | -7.9 | 99.8 | 98.0 | 85.1 | -4.5 | 103.7 | -11.7
CSc1cccc(NS(=O)(=O)c2cn(C)cn2)c1 reads -0.5 | 0.2 | 103.8 | 102.7 | 94.9 | -3.6 | 94.4 | -0.5

The listing picks up, starting three compounds before the break.
SMILES	AHR activator	proCasp7 act	RPL19A TOR yeast	MEP2 TOR yeast	CR mimetic SO	GASC-1 inh	LAP4-GFP MLPCN	procasp3 activ
Cc1ccc(NC(=O)CSc2nnc(-c3ccco3)o2)cc1	4.2	6.0	91.7	93.2	86.0	-8.8	104.4	9.5
O=C(COC(=O)C1CCN(c2ccc(C(F)(F)F)cn2)CC1)NCc1ccccc1	-0.4	-5.3	112.0	123.8	96.8	-2.6	119.9	9.1
CNC(CC(=O)c1ccc([N+](=O)[O-])cc1)C(Cl)(Cl)Cl (stereo not given)	1.3	-23.1	79.5	82.2	107.6	3.8	194.8*	-16.4
Cc1cc2c(C)nc(Cc3ccccc3)nc2o1	53.8*	21.4	96.5	87.1	102.8	4.3	97.4	4.5
COCCCNc1nc2c(c(=O)n(Cc3cccc(Br)c3)c(=O)n2C)n1C	11.4	-0.4	99.7	93.5	109.5	-1.9	97.5	1.6
COc1ccc(CNC(=O)C2CCC(=O)N(CC3CCCCC3)C2)cc1 (stereo not given)	-5.4	10.8	99.0	97.4	111.5	-19.9	95.9	5.3
CC(=O)O[C@]1(C(C)=O)CC[C@H]2[C@@H]3C=C(C)C4=CC(=O)CC[C@]4(C)[C@H]3CC[C@@]21C	0.1	9.2	33.0*[may fluoresce violet]	180.1*[may fluoresce violet]	111.0	41.0	96.8[may fluoresce violet]	0.7
COC(=O)C1CCN(C(=O)COC(=O)c2cc(S(=O)(=O)N3CCOCC3)ccc2C)CC1	1.0	13.1	92.4	89.5	96.8	7.8	88.4	0.8
O=S(=O)(c1ccc(Cl)cc1)n1ccc2cccnc21	-0.2	6.7	94.4	99.3	95.1	7.4	114.8	-0.7
Cc1nc(CS(=O)(=O)c2ccc(Cl)cc2)cc(Sc2ccccc2Cl)n1	0.8	-4.8	110.7	106.3	99.4	-0.2	111.1	1.9
O=C(NCc1ccc(Cl)cc1)c1cccc(S(=O)(=O)N2CCCC2)c1	1.7	-7.1	98.0	97.4	101.7	6.1	100.4	0.8
O=C(O)COc1ccccc1/C=N/NC(=O)c1cc(-c2ccc(Cl)cc2)nc2ccccc12	63.8*	6.7	93.3	96.8	119.5	-6.7	103.5	3.8
O=C(CCN1C(=O)c2ccccc2C1=O)N1CCCCCC1	9.4	1.1	90.6	122.1	98.1	12.0	97.8	-14.8

Copied from the list:
procasp3 activ, COc1ccc(CNC(=O)C2CCC(=O)N(CC3CCCCC3)C2)cc1 (stereo not given) reads 5.3
AHR activator, O=C(CCN1C(=O)c2ccccc2C1=O)N1CCCCCC1 reads 9.4

(listing goes on)
SMILES	AHR activator	proCasp7 act	RPL19A TOR yeast	MEP2 TOR yeast	CR mimetic SO	GASC-1 inh	LAP4-GFP MLPCN	procasp3 activ
COc1cccc(C(C(=O)NC2CCCC2)N(CC2CCCO2)C(=O)Cc2cccs2)c1 (stereo not given)	-0.2	-3.7	100.1	101.0	90.2	2.7	98.9	-8.7
COc1ccc(C(=O)OCn2nnc3ccccc3c2=O)cc1	11.2	5.0	96.4	106.0	104.5	3.2	113.3	-5.1
CN(Cc1ccccc1)C(=O)C1CCCN(c2ncnc3c2nc2n3CCCCC2)C1 (stereo not given)	1.9	8.2	98.0	100.6	96.9	27.9	88.1	8.5
Cc1ccc(CNC(=O)CCc2nnc3ccc(NCCCN4CCCC4=O)nn23)cc1	2.0	2.0	101.9	113.0	101.4	-7.1	104.8	3.3
COc1ccc(N=CC2=C(O)CC(C)(C)CC2=O)cc1	1.1	1.4	104.5	109.5	102.8	1.9	107.8	-3.7
COCCN(CCOC)c1cc(C)c(C#N)c2nc3ccccc3n12	-0.6	-1.6	100.7	100.3	108.9	1.4	107.8	-6.7
CC(C)c1nnc(NC(=O)C2c3ccccc3Oc3ccccc32)s1	-0.1	2.8	96.8	100.7	92.0	-3.0	97.0	2.4
C[C@H](CO)N1C[C@H](C)[C@@H](CN(C)C)Oc2c(NS(=O)(=O)c3cccs3)cccc2C1=O	1.2	5.7	91.9	98.2	94.1	5.5	89.7	9.3
COc1ccc(N2CCN(C(=O)CNC(=O)c3cccc(Br)c3)CC2)cc1	-1.9	-1.8	98.3	95.0	93.6	1.9	110.8	-6.8
CSc1ccc(/C=C/C(=O)OCC(=O)c2ccc[nH]2)cc1	2.6	-6.7	105.1	102.4	103.1	-20.0	118.0	-2.2
CN(C)S(=O)(=O)NCCNC(=O)c1cc(OCC(F)(F)F)ccc1OCC(F)(F)F	-1.1	-0.1	101.9	106.1	115.9	-37.8	95.0	0.3
COCc1cc(C)nc2sc(C(=O)N3CCCCC3)c(N)c12	26.9	-4.9	95.9	93.2	103.8	0.0	96.7	-13.2
Cc1ccc(Cn2c3ccccc3c3cn[nH]c(=O)c32)cc1	2.9	-11.5	98.3	106.1	101.2	-6.3	101.3	1.2
CCOC(=O)N1CC=C2C(C#N)=C(N)C(C#N)(C#N)[C@H](c3ccsc3)[C@H]2C1	7.6	-2.7	98.4	99.8	83.9	10.9	94.9	-2.9
CC[C@@]12C(=O)N(c3ccccc3)C(=O)N1[C@H](c1ccc(Br)cc1)[C@@H]1C(=O)N(C(C)(C)C)C(=O)[C@@H]12	-0.8	1.0	96.2	94.2	103.2	2.2	124.6	0.1
Cc1[nH]c2ccccc2c1SCc1nnc(SCc2ccc(Cl)cc2)n1C	-2.7	0.8	100.2	100.0	115.1	-2.2	nt	-8.3
Cn1ccc(NC(=O)Nc2ccc(Cl)cc2)n1	-1.0	0.6	100.4	95.7	98.1	-14.9	103.7	-1.9
O=[N+]([O-])c1ccc(-c2nc(NCc3cccnc3)c3ccccc3n2)cc1	nt	nt	101.4	104.1	102.4	-1.2	94.2	nt
CCOc1ccc(NC(=O)COc2ccc3c(c2)CCC3)cc1OC	1.8	-19.7	100.2	102.2	113.8	-1.9	111.8	4.4
NS(=O)(=O)c1ccc(NC(=S)NCC2CCCO2)cc1 (stereo not given)	5.4	-19.8	92.3	88.9	101.6	4.0	102.2	-4.6
Cc1cccc(OCc2nnc(SC(C)C(=O)O)n2Cc2ccccc2)c1 (stereo not given)	-1.2	7.3	98.2	100.3	109.8	7.0	97.1	1.9
CCOc1ccc2[nH]c(=O)c(CN(Cc3nnnn3CCc3ccccc3)CC3CCCO3)cc2c1 (stereo not given)	12.9	7.8	93.7	96.5	103.1	-3.1&-0.8	88.4	2.1
Cc1ccc(C(=O)O/N=C2\CC3CCC2(C)C3(C)C)cc1 (stereo not given)	0.5	8.1	107.5	105.9	114.3	-7.0	117.9	5.0
Cc1cccc(C)c1NC(=O)CCCN1C(=O)C(c2ccccc2)Oc2cccnc21 (stereo not given)	1.3	-3.3	102.5	98.5	120.0	4.4	97.4	-3.1
CCC(=O)c1ccc(O)cc1	-2.4	25.2	99.0	96.1	92.1	-4.8	103.5	5.1
Nc1ccnc(Oc2ccc(F)cc2)c1	0.9	1.8	96.6	102.7	93.2	-5.5	91.6	2.5
COc1ccc(/C=N/Nc2c(Cl)cc(Cl)cc2Cl)cc1CN1CCOCC1	32.7	-5.8	103.6	94.2	88.4	1.4	93.5	-8.8
C=CCC(=O)OCCCCCCOc1ccc(C(=O)O)cc1	1.5	4.5	103.9	102.5	103.3	6.7	109.1	1.0
Cc1ccc(OCc2cc(C(=O)N3CC4C[C@@H]5CC3C[C@H](C4)C5)no2)cc1C	13.4	3.7	100.6	102.3	102.4	5.4	98.9	-1.5
COc1cc(C(=O)NCC(c2cccnc2)N2CCN(c3ccccc3)CC2)cc(OC)c1OC (stereo not given)	-0.1	-4.1	96.5	95.7	109.1	4.6	99.4	6.1
Cc1c(C(=O)Nc2ccc(F)cc2)nnn1-c1cccc(C(F)(F)F)c1	-7.9	-0.6	96.4	101.9	86.0	-6.9	115.4	2.8
CCN1CCN(C(c2cccs2)C(C)NC(=O)c2ccccc2)CC1 (stereo not given)	2.2	0.5	117.5	109.5	96.8	4.6	109.3	3.9
Cc1ccc(NC(=O)c2ccco2)c(NC(=O)COc2ccccc2)c1	4.9	-2.1	98.4	102.8	98.7	9.2	102.5	4.1
